Screening data from PubChem BioAssay.
HepG2 tox: HepG2 cytotoxicity, counter-screen for TGF-b inhibitors; Potency, µM (highest dose often 46.1 µM), for inactives: at the top dose activity change, negative = cytotoxicity, actives largely listed as cytotoxic; HepG2 CAGA-GFP viability, ATP luminescence, 18 h; 410,000 tested, 0.76% active; AID 588856; also: potency is read from the fitted curve at half-maximal effect; some results filed as inactive show a strong effect at the top dose
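HepG2 CAGA-GFP cells (1000/well, DMEM with 1% FBS) received compound, then TGF-beta at 500 pg/mL final, and were incubated 18 hours at 37 degrees C. Viability was read by CellTiter-Glo luminescence. Media-only wells were set as complete cell-killing and DMSO as no toxicity.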
pAkt inh: inhibitors of Akt phosphorylation; activity change, % for hits at 50 µM; AID 651550; 360,000 tested, 0.32% active; Neuro2A IGF-stimulated pAkt S473 HTRF, 20 min; active compounds read low; in the data active = activity change below about -80%; inconclusive = mostly about -51% to -80%; also: % is scaled to controls: 0 for no effect and ±100 for the full control effect
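Single-point screen (50 µM final compound) in Neuro2A cells stimulated 20 min with 6 nM IGF at 37 deg C. After lysis, Ser473-phosphorylated Akt read by HTRF (ex 330 nm, em 615/665 nm) as the 665/615 ratio.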
Nrf2 ARE act: activators of Nrf2 (ARE) signaling; AREc32 ARE-luciferase reporter (MCF7-derived line), luminescence, 24 h; Potency, µM (highest dose often 46.1 µM), for inactives: at the highest dose activation, hits mostly activators; 410,000 tested, 0.31% active; also: potency is read from the fitted curve at half-maximal effect; % of control where 0% means no effect; nearly all actives have a fitted effect of over 65% in size
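Luciferase luminescence (Steady-Glo, 30 min at room temperature) served as the read-out of ARE activation in AREc32 cells treated with compounds for 24 hr at 37 deg C.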
CCT chaperon mod: modulators of cytosolic chaperonin (CCT/TRiC) activity. purified chaperonin ATPase assay, HTRF ADP detection, 30 min. activity change, % (concentration not given with the values), hits read low. 360,000 tested, 0.3% active; in the data active = activity change below about -30%; also: % is scaled to controls: 0 for no effect and ±100 for the full control effect
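ATPase activity: ADP formed was measured by HTRF Transcreener (665/615 nm ratio) after 30 min at 37 deg C with 10 uM ATP. Compounds screened at one 76 uM concentration against 40 or 20 nM TRiC in Tris pH 7.4/KCl/MgCl2/DTT buffer.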
Nrf2 block: Nrf2 pathway inhibition; AID 504444; Potency, µM (top dose mostly 46 µM), without a hit: at the top dose activity change, negative = inhibition, most hits filed as inhibitors; 360,000 tested, 2.1% active; A549 ARE-Fluc reporter, luciferase luminescence, 18-24 h; also: potency is read from the fitted curve at half-maximal effect; % is scaled to controls: 0 for no effect and ±100 for the full control effect; nearly all actives have a fitted effect of over 60% in size
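Nrf2 function is reported as luminescence of an ARE-controlled luciferase in A549 cells. Compounds were tested at several concentrations, and a CellTiter-Fluor read on the same wells flagged cytotoxicity.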
S2 tox: reduces viability in counter-screen for ATXN expression inhibitors; Potency, µM (doses to about 56.7 µM), usual class: cytotoxic; 400,000 tested, 0.49% active; S2 cells (HEK-293 line with an ATXN2-luciferase reporter) viability, CellTiter-Fluor protease fluorescence, 24 h; also: potency is read from the fitted curve at half-maximal effect; nearly all actives have a fitted effect of over 40% in size
Mm-Cpn inhibitor: M. maripaludis TRiC chaperonin inhibition; purified Mm-Cpn ATPase, ADP Transcreener TR-FRET; 330,000 tested, 0.031% active; Potency, µM (series often up to 76.9 µM), inactives show at the highest dose activity, negative = inhibition, actives largely listed as inhibitors; also: potency is read from the fitted curve at half-maximal effect; % is scaled to controls: 0 for no effect and ±100 for the full control effect; nearly all actives have a fitted effect of over 80% in size
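ATPase read-out: TR-FRET ADP immunoassay (anti-ADP Eu cryptate vs ADP-d2), ex 320 nm, em 590/665 nm; signal drops as ADP forms. Enzyme 25 nM, ATP 10 uM, 30 min at 37°C after 10 min compound preincubation.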
A549 tox: kills or reduces viability of A549 cells in Nrf2 counter-screen. Potency, µM (titrated, usually from 46 µM), for the others: at the top dose activity change, negative = cytotoxicity, actives largely listed as inhibitors. 390,000 tested, 0.16% active. A549 ARE-Fluc cells, CellTiter-Fluor viability, 18-24 h. AID 504648; also: potency is read from the fitted curve at half-maximal effect; % is scaled to controls: 0 for no effect and ±100 for the full control effect
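A549 ARE_Fluc cells in 5% FBS OPTI-MEM were exposed to compounds in concentration-response for 18-24 h at 37 deg C. Viability was read by CellTiter-Fluor fluorescence (Ex 405/Em 525) after 30 min, before the luciferase read.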
TGFb SMAD3 inh: inhibitors of TGF-b signaling; Potency, µM (titrated, usually from 46.1 µM), without a hit: at the highest dose activity, negative = inhibition, most hits filed as inhibitors; AID 588855; 410,000 tested, 1.2% active; HepG2 CAGA-GFP TGF-b/SMAD3 reporter, GFP fluorescence, 18 h; TGF-beta stimulated, 500 pg/mL final; also: potency is read from the fitted curve at half-maximal effect; % is scaled to controls: 0 for no effect and ±100 for the full control effect; nearly all actives have a fitted effect of over 65% in size
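Cell-based qHTS in HEPG2 carrying a CAGA-GFP Smad reporter; compounds added before 500 pg/mL final TGF-beta, 18 h incubation at 37 degrees C, GFP fluorescence quantified per cell by imaging cytometry.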
An asterisk follows results filed as active; i = inactive; ? = inconclusive; nt = no result given; & = joins results of further samples; [ ] = another dose, or the depositor's remark. Unless noted, calls follow the shape of the dose curve; as a rule, active = well fitted curve in the direction sought with a large enough effect; inconclusive = small, poorly fitted or top-dose-only effect, or another doubt; inactive = no such curve, though single readings can be large; an effect the other way counts as inactive or inconclusive.

SMILES	HepG2 tox	pAkt inh	Nrf2 ARE act	CCT chaperon mod	Nrf2 block	S2 tox	Mm-Cpn inhibitor	A549 tox	TGFb SMAD3 inh
CN1CCN(CCCNC(=O)c2cnn(-c3ccccc3)c2C2CCN(C(=O)OC(C)(C)C)CC2)CC1	0%	nt	-0.6%	nt	-13%	nt	nt	?	0%
Cc1cc(C)c(S(C)(=O)=O)c(Oc2ccccc2C)n1	-28%	i	-0.4%	-2.6	11%	i	2%	-3%	-7%
CCNC(=S)N1CCN(S(=O)(=O)c2ccc(C)c(C)c2)CC1	-23%	i	-0.7%	0.4	?	nt	0%	1%	?
O=c1c2cc(Br)ccc2nc(-c2ccccc2)n1O	-27%	i	15%	-1.8	10%	i	-2%	3%	-1%
COc1cc(C)c(NC(=O)C2CCN(S(=O)(=O)c3cccs3)CC2)cc1OC	1%	i	0.8%	-4.2	-13%	i	-1%	1%	0%
COc1cccc(C(=O)OCC(=O)N2CCc3ccccc3C2)c1	-19%	i	1.4%	-1.6	13%	i	-6%	1%	1%
Cc1cccc(COC[C@H](Cc2ccccc2)N2CCN(C(=O)c3cc(Cl)cc(Cl)c3)CCC2=O)c1	nt	i	6.1%	-4.5	nt	?	nt	nt	nt
Cc1ccc(-n2ncc(C#N)c2/N=C/N2CCOCC2)cc1	1%	i	0.1%	-0.7	-3%	i	-1%	8%	-13%
Cc1ccc(C(=O)CCC(=O)Nc2ncccc2C)cc1	24%	i	2.2%	-0.5	8%	i	-3%	1%	19%
CCCc1nc2cc(C)c(Br)c(C)n2c1Cc1ccc(OC)cc1C	nt	i	6.8%	1.1	nt	i	nt	nt	nt
CC1(c2ccc(NC(=O)c3ccccc3F)cc2)CC1(Cl)Cl (stereo unspecified)	-21%	i	?	2.3	?	i	1%	7%	-16%
COc1ccccc1CCc1nnc(CCC(=O)NC(C)Cc2cccc(C)n2)o1 (stereo unspecified)	-2%	i	-0.2%	-3.4	-2%	?	-1%	-2%	4%
Cc1cccc(C)c1NC(=O)CS(=O)CC(=O)N1CCN(c2ccccc2)CC1 (stereo unspecified)	10%	i	0.3%	-2.1	1%	i	-1%	-8%	3%
CC(C)[C@@H](C(=O)OCC(=O)c1ccc2c(c1)NC(=O)CO2)N1C(=O)c2ccccc2C1=O	-4%	i	0.1%	-0.9	-8%	i	nt	0%	6%
CCC1C=C(c2ccccc2)C=CN=C1N(CC)CC (stereo unspecified)	-7%	i	0.4%	-1.1	-1%	i	2%	0%	2%
N#Cc1c(-c2cccs2)cc(-c2cccnc2)nc1N	-4%	i	8.3%	1.5	-2%	i	-11%	0%	?
CCNC(=S)N1CCN=C1Nc1nc(C)cc(C)n1	4%	i	4.3%	-2.7	-21%	i	1%	13%	-7%
CN(C(=S)Nc1ccccc1)c1ccccc1	5%	i	-0.3%	-1.4	?	i	-1%	-17%	0%
N#CC1(NC(=O)CSc2nncn2-c2ccccc2F)CCCC1	-1%	i	0.3%	0.9	-2%	i	1%	-11%	8%
Cn1c(=O)c2c(nc(N/N=C3\CCCc4ccccc43)n2Cc2ccc(F)cc2)n(C)c1=O	-2%	i	0.8%	-3.7	0%	i	1%	9%	5%
O=S(=O)(c1ccc2[nH]c3c(c2c1)CCCC3)N1CCCCC1	-44%	nt	7.1%	-73*	-17%	?	-1%	-9%	?
CCn1c(COc2cccc(OC)c2)nnc1SCC(=O)NCC1CCCO1 (stereo unspecified)	-9%	i	-0.7%	0.6	5%	i	-2%	-4%	?
NC(=O)CC(NC(=O)OCc1ccccc1)C(=O)O (stereo unspecified)	10%	i	-0.3%	-0.8	nt	i	1%	-1%	9%
CCc1cccc(CC)c1NC(=O)C(CC)n1nc(C)n2c(cc3cc(C)ccc32)c1=O (stereo unspecified)	-2%	nt	-1.0%	nt	?	i	nt	-3%	-12%
CCc1ccc2ncc3c(-c4ccc(C)cc4)nn(CC(=O)NCc4ccccc4)c3c2c1	-13%	nt	-1.1%	nt	-17%	i	nt	-1%	6%
O=C(OCC#CCSc1nc2ccccc2o1)c1ccco1	11%	i	0.5%	-1.3	7%	i	1%	4%	-6%
Cc1cc(C)cc(-n2nnnc2SCC(=O)Nc2cccc(NC(=O)c3ccco3)c2)c1	-91%	i	-0.5%	-3.8	?	?	2%	-4%	-3%
COc1cc(/C=N/NC(=S)Nc2cccc(C(=O)O)c2)ccc1O	-4%	i	-2.9%[9.22 µM]	-1.3	-5%	i	0%	-3%	-2%
Cc1ccccc1Cn1c(CN2CCC(C(=O)NCCc3ccccc3)CC2)cc2ccccc21	-19%	nt	6.0%	nt	nt	?	nt	-23%	0%
CCCCNC(=O)c1nc(C2CCN(S(=O)(=O)c3csc(C(=O)O)c3)CC2)oc1-c1ccccc1	-14%	i	-0.6%	-0.1	nt	i	nt	nt	-16%
COc1ccccc1-c1c(C)nn2c(N3CCN(Cc4ccccc4)CC3)cc(C)nc12	-20%	i	1.7%	-2.6	23µM*	?	1%	-6%	?
COc1ccc(CNC(=O)O[C@]23C[C@H]4C(=O)N(c5ccccc5)C(=O)[C@H]4C[C@@]2(O)CN(S(=O)(=O)c2ccc(C)cc2)C3)cc1OC	6%	i	-0.4%	1.1	nt	i	nt	nt	5%
COc1ccc(C(=O)Nc2c(C(C)(C)C)nn(C)c2C(C)(C)C)cc1	-3%	i	0.1%	-3.9	-11%	?	-1%	-16%	30%
O=C(Nc1ccc(N2CCOCC2)cc1)c1cc2c(s1)CCCC2	-14%	i	1.7%	-6.0	?	i	-3%	-11%	-13%
COc1ccccc1NS(=O)(=O)c1cccc(C(=O)N/N=C/c2ccc(NC(C)=O)cc2)c1	2%	i	-0.8%	2.3	0%	i	-1%	0%	-10%
CCOC(=O)c1ccc(NC(=O)CSc2nnc(Cn3c(=O)sc4ccccc43)n2C)cc1	-11%	i	-0.8%	-1.2	9%	i	0%	7%	15%
O=C(O)CCn1c(SCc2cc(=O)n3ccccc3n2)nc2ccsc2c1=O	0%	i	0.4%	-0.6	?	i	0%	0%	7%
O=C1NC(Cc2c[nH]c3ccccc23)C(=O)N1Cc1cccc2ccccc12 (stereo unspecified)	-25%	i	4.0%	2.2	3%	i	-1%	3%	?
CCCN(CCC)CCNC(=O)C(NS(=O)(=O)c1ccc2c(c1)CCC(=O)N2)c1ccccc1 (stereo unspecified)	-8%	nt	-1.0%	-1.0	nt	i	0%	-1%	-8%
N#Cc1nc(Cc2ccccc2)oc1NCCN1CCOCC1	-30%	i	-0.3%	0.8	5%	i	-1%	-3%	11%
CCOC(=O)Nc1sc2c(c1C(=O)OCC)CCC2	3%	i	-0.1%	0.4	15%	i	0%	1%	7%
O=C(CSc1nnc(-c2ccc(F)cc2)o1)c1ccc2c(c1)OCCO2	-2%	nt	0.2%	-0.8	-1%	i	-16%	2%	-1%
CCN(CC)C(=O)CSc1nc(-c2ccccc2F)nc2c1Cc1c(CO)cnc(C)c1O2	2%	nt	14%	nt	-30%	i	nt	-13%	3%
Cc1ccc(C)c(NC(=O)CCN2CC(C)CC(C)C2)c1 (stereo unspecified)	-8%	i	-0.2%	-0.6	-6%	i	0%	0%	-7%
CCc1ccccc1NC(=O)CC(O)(C(=O)OC)C(F)(F)F (stereo unspecified)	-1%	i	0.5%	-3.2	5%	i	1%	-3%	10%
CCOc1cc(NC(=O)C2CCCO2)c(OCC)cc1NC(=O)C1CC1 (stereo unspecified)	-3%	i	1.5%	1.8	?	i	2%	-6%	-26%
CN(CCc1ccccc1)C(=O)CC1C(=O)NCCN1Cc1ccccn1 (stereo unspecified)	-8%	i	1.0%	0.8	nt	i	nt	nt	-3%
Cc1ccc(NC(=O)C2CC(=O)N(C(C)c3ccccc3)C2)cc1 (stereo unspecified)	12%	i	-0.5%	-1.5	9%	i	1%	-2%	-2%

Results in CCT chaperon mod (2 entries from above):
| smiles | CCT chaperon mod |
| --- | --- |
| COc1ccccc1NS(=O)(=O)c1cccc(C(=O)N/N=C/c2ccc(NC(C)=O)cc2)c1 | 2.3 |
| CCOC(=O)c1ccc(NC(=O)CSc2nnc(Cn3c(=O)sc4ccccc43)n2C)cc1 | -1.2 |

The results go on.
SMILES	HepG2 tox	pAkt inh	Nrf2 ARE act	CCT chaperon mod	Nrf2 block	S2 tox	Mm-Cpn inhibitor	A549 tox	TGFb SMAD3 inh
CCCNC(=O)c1ccc2c(c1)nc1n2CCCCC1	-6%	nt	0.0%	nt	nt	nt	nt	6%	1%
O=C(COc1cccc(F)c1)Nc1nc(-c2cccnc2)cs1	-13%	i	0.9%	0.4	1%	i	-6%	8%	2%
Cc1ccc(S(=O)(=O)Nc2ccc(C(OC(=O)c3ccccc3[N+](=O)[O-])(C(F)(F)F)C(F)(F)F)cc2)cc1	10µM*	i	3.1%	-0.8	?	i	-1%	?	10µM*
c1ccc2c(Nc3nc(N4CCOCC4)c4ccccc4n3)cccc2c1	-39%	i	2.0%	-1.3	?	i	2%	-17%	25µM*
CCN(CC)c1ccc(C=Nc2cc(C)cc(C)c2)c(O)c1	13%	i	0.1%	-5.4	5%	i	1%	5%	?
COc1cc2c(cc1OC)C(c1ccccc1)N(C(=O)c1cccc(S(C)(=O)=O)c1)CC2 (stereo unspecified)	-15%	i	1.2%	-0.7	?	i	-2%	5%	0%
CC(=O)c1cccc(NS(=O)(=O)c2cc(-c3cnc(C4CC4)o3)ccc2C)c1	-20%&-23%	nt	0.9%&3.1%	0.1	8%	?	-1%	0%&-10%	-12%&-22%
COc1ccc(CNC(=O)COC(=O)C2CC2C)cc1OC (stereo unspecified)	-3%	i	0.6%	1.8	1%	?	-2%	0%	-11%
O=C(/C=C/Nc1ccccc1)c1ccccc1	-28%	nt	10µM*	0.2	?	i	-1%	-3%	-7%
